Compound activity: PubChem, several laboratories
RmlCD inh mix – RmlC and RmlD coupled enzyme inhibitors, primary screen, biochemical, 384-well, compound mixtures, retest. RmlC/RmlD coupled enzyme inhibition, 384-well mixture HTS. inhibition, % at 5.5 µM. 110,000 tested, 0.39% active; in the data active means inhibition above about 30%, passing the limit was not always enough; inconclusive means no clear call, values can overlap the other calls; further: strong numbers were not always called active
RT RNaseH block – HIV-1 RT RNase H inhibitors, primary screen, biochemical, fluorescence. RT-RNase H RNA/DNA duplex cleavage. inhibition, % at 10 µM. Gag-Pol polyprotein (Human immunodeficiency virus type 1 group M subtype B (isolate …. 65,000 tested, 1.9% active; in the data active means inhibition above about 50%
* hit, by the source's call. This is a subset, so the mix of outcomes need not match the whole.

Screening Cn1cccc1Cc1nnc(SCC(=O)NCc2ccccc2)n1-c1ccc(F)cc1 returned RmlCD inh mix -9 and RT RNaseH block -6.
For COc1ccc(NC(=O)c2cc(CC(C)C)on2)cc1OC the results were RmlCD inh mix -11 and RT RNaseH block 3.
Screening O=C(c1ccco1)N1CCN(c2cccc(Cl)c2)CC1 returned RmlCD inh mix -47 and RT RNaseH block -13.
Screening CCOC(=O)C1=C(O)/C(=C\c2ccc(CNC(=O)C(=O)Nc3ccccc3)o2)N=C1C returned RmlCD inh mix -7.
`Cc1c(C#N)c2ccccc2n1CC(=O)N1CCCC1` gave RmlCD inh mix -1 and RT RNaseH block -10.
Cn1c(NNC(=O)CCC2CCCCC2)cc(=O)n(C)c1=O was read as RmlCD inh mix -5.
`O=C(OCC1OC(n2ccc(=O)[nH]c2=O)C(O)C1OC(=O)c1ccccc1)c1ccccc1` (stereo unspecified) gave RmlCD inh mix -5.
Cc1cc(C)cc(OCC(=O)Nc2ccccc2C(=O)NCc2ccco2)c1 was read as RmlCD inh mix -7 and RT RNaseH block 60*.
`Cc1ccnc2nc(C(=O)NCCc3ccc(F)cc3)nn12` gave RmlCD inh mix -12.
O=C(Cc1ccccc1)NC(Nc1cccc2ccccc12)C(Cl)(Cl)Cl (stereo unspecified) was read as RmlCD inh mix -7.
For Cc1cccn2c(=O)c3cc(C(=O)NCCCN4CCCC4=O)n(C)c3nc12 the results were RmlCD inh mix 43 and RT RNaseH block -11.
`Cc1ccc(C(=O)NC2CCS(=O)(=O)C2)cc1S(=O)(=O)N1CCOCC1` (stereo unspecified) gave RmlCD inh mix 10 and RT RNaseH block -10.
For Cn1cc([N+](=O)[O-])c(C(=O)Nc2ccn(Cc3c(F)c(F)cc(F)c3F)n2)n1 the results were RmlCD inh mix -3.
COc1ccc(OC)c(C2C3CN(C(C)C)CC=C3C(C#N)=C(N)C2(C#N)C#N)c1 (stereo unspecified) was read as RmlCD inh mix 14 and RT RNaseH block 18.
`CCOC(=O)Cc1nnc(NC(=O)CSc2nnc3c4ccccc4n(C)c3n2)s1` gave RmlCD inh mix 4 and RT RNaseH block -16.
CC(=O)CC(=O)NC(=NC1CCCCC1)Nc1nc(C)cc(C)n1 was read as RmlCD inh mix 6 and RT RNaseH block 4.
`O=C(COc1ccccc1)Nc1nccs1` gave RmlCD inh mix -10.
O=C(Cn1c(=O)oc2cc(S(=O)(=O)N3CCCC3)ccc21)N1CCN(c2ccccc2)CC1 was read as RmlCD inh mix -3.
`O=C(O)C1CC=CCC1C(=O)Nc1ccccc1C(=O)N1CCN(c2ccccc2)CC1` (stereo unspecified) gave RmlCD inh mix 7.
Screening Cc1noc(C)c1COc1ccc(C(=O)OCC(=O)N2CC3(C)CC2CC(C)(C)C3)cc1 (stereo unspecified) returned RmlCD inh mix 38 and RT RNaseH block 32.

For reference, some entries already given.
Screening O=C(c1ccco1)N1CCN(c2cccc(Cl)c2)CC1 returned RmlCD inh mix -47 and RT RNaseH block -13.
Screening CCOC(=O)C1=C(O)/C(=C\c2ccc(CNC(=O)C(=O)Nc3ccccc3)o2)N=C1C returned RmlCD inh mix -7.
`Cc1c(C#N)c2ccccc2n1CC(=O)N1CCCC1` gave RmlCD inh mix -1 and RT RNaseH block -10.
Cn1c(NNC(=O)CCC2CCCCC2)cc(=O)n(C)c1=O was read as RmlCD inh mix -5.
`O=C(OCC1OC(n2ccc(=O)[nH]c2=O)C(O)C1OC(=O)c1ccccc1)c1ccccc1` (stereo unspecified) gave RmlCD inh mix -5.
Cc1cc(C)cc(OCC(=O)Nc2ccccc2C(=O)NCc2ccco2)c1 was read as RmlCD inh mix -7 and RT RNaseH block 60*.
`Cc1ccnc2nc(C(=O)NCCc3ccc(F)cc3)nn12` gave RmlCD inh mix -12.
O=C(Cc1ccccc1)NC(Nc1cccc2ccccc12)C(Cl)(Cl)Cl (stereo unspecified) was read as RmlCD inh mix -7.
For Cc1cccn2c(=O)c3cc(C(=O)NCCCN4CCCC4=O)n(C)c3nc12 the results were RmlCD inh mix 43 and RT RNaseH block -11.
`Cc1ccc(C(=O)NC2CCS(=O)(=O)C2)cc1S(=O)(=O)N1CCOCC1` (stereo unspecified) gave RmlCD inh mix 10 and RT RNaseH block -10.
For Cn1cc([N+](=O)[O-])c(C(=O)Nc2ccn(Cc3c(F)c(F)cc(F)c3F)n2)n1 the results were RmlCD inh mix -3.
COc1ccc(OC)c(C2C3CN(C(C)C)CC=C3C(C#N)=C(N)C2(C#N)C#N)c1 (stereo unspecified) was read as RmlCD inh mix 14 and RT RNaseH block 18.
`CCOC(=O)Cc1nnc(NC(=O)CSc2nnc3c4ccccc4n(C)c3n2)s1` gave RmlCD inh mix 4 and RT RNaseH block -16.
CC(=O)CC(=O)NC(=NC1CCCCC1)Nc1nc(C)cc(C)n1 was read as RmlCD inh mix 6 and RT RNaseH block 4.
`O=C(COc1ccccc1)Nc1nccs1` gave RmlCD inh mix -10.

Next results
Screening CCOc1c(Cl)cc(C(=O)Nc2ccccc2C(=O)O)cc1Cl returned RmlCD inh mix 9.
Screening O=C(CSc1nnc(CNc2cccc(C(F)(F)F)c2)n1Cc1ccco1)NCc1ccco1 returned RmlCD inh mix -3.
`COc1ccc(NC(C)=O)cc1NC(=O)CSc1nnc(-c2ccccn2)n1C` gave RmlCD inh mix -11 and RT RNaseH block -5.
`CC(=O)NCCc1nc(-c2ccc(Cl)cc2)no1` gave RmlCD inh mix 13.
For CCC1(O)CC(C(=O)OC)=NN1C(=O)c1ccccc1 (stereo unspecified) the results were RmlCD inh mix -7.
COc1cccc(N2CCN(C(=O)NC3CCCCC3)CC2)c1 was read as RmlCD inh mix -18 and RT RNaseH block -3.
Screening COc1ccc(N(CC(=O)N/N=C/c2cccs2)S(=O)(=O)c2ccc(OC)c(OC)c2)cc1 returned RmlCD inh mix -15.
For S=c1[nH]nc(Cc2ccccc2)n1-c1ccccc1 the results were RmlCD inh mix 5 and RT RNaseH block 21.
For CC(C)Cn1c(=O)c2ccccc2c2ccccc2c1=O the results were RmlCD inh mix 5 and RT RNaseH block -78.
For CCCCCOc1ccc(C(=O)NCC(=O)NCC(=O)OCC)cc1 the results were RmlCD inh mix -9 and RT RNaseH block -11.
`Cc1cc(C)c(C#N)c(SCS(=O)c2ccc(C(C)(C)C)cc2)n1` (stereo unspecified) gave RmlCD inh mix -12 and RT RNaseH block 4.
CCn1c(N)c(C(=O)NC)sc1=S was read as RmlCD inh mix -7 and RT RNaseH block 1.
`Cn1c(=O)c2c(nc(SCC(=O)NCc3ccc4c(c3)OCO4)n2Cc2ccc(Cl)cc2)n(C)c1=O` gave RmlCD inh mix 0.
For CCc1cc2c(=O)nc3n(c2s1)Cc1ccccc1/C3=C(/O)c1cccc([N+](=O)[O-])c1 the results were RmlCD inh mix 6.
`CC1(C)OC(=O)C(=CNc2ccccc2)C(=O)O1` gave RmlCD inh mix 12 and RT RNaseH block -12.
COc1ccc(N2C(=O)C3C4C=CC(C4)C3C2=O)c(OC)c1 (stereo unspecified) was read as RmlCD inh mix -13 and RT RNaseH block 4.
Screening Cc1noc(C)c1COc1ccc(C(=O)NCc2ccccn2)cc1 returned RmlCD inh mix -12 and RT RNaseH block -6.
`CCN(CC)CCN1C(=O)C(=O)/C(=C(/O)c2ccc(C)cc2)C1c1ccncc1` (stereo unspecified) gave RmlCD inh mix 3 and RT RNaseH block -6.
CC1CC(C)CN(c2ncc3c(n2)CC(c2ccccc2)CC3=O)C1 (stereo unspecified) was read as RmlCD inh mix 11 and RT RNaseH block -8.
CCc1ccc(-c2csc(NC(=O)C3CCCO3)c2C(=O)OC(C)C)cc1 (stereo unspecified) was read as RmlCD inh mix inconclusive.
For O=C(O)CC(C(=O)OCCOc1ccccc1)N1CCOCC1 (stereo unspecified) the results were RT RNaseH block -1.
For CCOc1ccccc1C(=O)NCc1ccc2c(c1)OCO2 the results were RmlCD inh mix -9 and RT RNaseH block -35.
For COC(=O)c1ccc2ncccc2c1 the results were RmlCD inh mix -3 and RT RNaseH block 12.
N#Cc1cn(CCOc2ccc(F)cc2)c2ccccc12 was read as RmlCD inh mix -12.
For CCOc1ccccc1N1CCN(C2=C(NS(=O)(=O)c3cccs3)C(=O)c3ccccc3C2=O)CC1 the results were RmlCD inh mix 6.
`O=C(O)CCCN=CC1=C(O)C(C(=O)c2ccccc2)CCC1=O` (stereo unspecified) gave RmlCD inh mix 7.
Screening CC(OCC(O)CN(C)CCOc1ccccc1)c1ccc(Cl)cc1 (stereo unspecified) returned RmlCD inh mix -16 and RT RNaseH block -4.
For C=C(C)CN(CC)C(=O)COc1ccc(S(=O)(=O)Nc2ccc(OC)cc2)cc1 the results were RmlCD inh mix 53.
CCn1c(CNC(C)=O)nnc1SCC(=O)c1ccc(Br)cc1 was read as RmlCD inh mix -7 and RT RNaseH block 19.
For N#CCCN(Cc1ccccc1)C(=S)NC(=O)c1ccccc1 the results were RmlCD inh mix 9.
For COc1ccc(N2CCN(C(=O)Nc3ccc(S(=O)(=O)N(C)C)cc3)CC2)cc1 the results were RmlCD inh mix 11.
Cc1ccc(/C=N/Nc2cccc3cccnc23)c(O)c1 was read as RmlCD inh mix -9.
For O=C1CCCN1c1ccc(S(=O)(=O)Oc2cccc(Cl)c2)cc1[N+](=O)[O-] the results were RmlCD inh mix -6.
COc1cc2c(cc1OC)C1=NC(=O)CN1C(SCc1ccc(C)cc1)=N2 was read as RmlCD inh mix 9.
O=C1COc2ccc(C(=O)NCc3ccc4c(c3)OCO4)cc2N1 was read as RmlCD inh mix 105 and RT RNaseH block 6.
For CC(C)CCn1nnnc1C(c1ccccc1F)N1CCC(C(N)=O)CC1 (stereo unspecified) the results were RmlCD inh mix -2 and RT RNaseH block -5.
Screening Cc1ccc(-c2csc3nnc(SCC(=O)NCc4ccc5c(c4)OCO5)n23)cc1 returned RmlCD inh mix 16 and RT RNaseH block -78.
O=C(OCC(=O)N(C1CCCCC1)C1CCCCC1)c1ccco1 was read as RmlCD inh mix 16.
CCCCn1nc2cc(C(=O)NCc3ccccc3)ccc2c1OCC was read as RmlCD inh mix -6.
`COc1cc(NC(=O)c2cccs2)c(C(=O)OCC(=O)NCc2ccccc2)cc1OC` gave RmlCD inh mix 45*.
For CCOC(=O)C1=C(c2ccccc2)N=C2SCC(=O)N2C1c1cccc(OC)c1 (stereo unspecified) the results were RmlCD inh mix -8.
For CCOC(=O)CCS(=O)(=O)c1nc(-c2ccccc2)cc(C(F)(F)F)n1 the results were RmlCD inh mix 5 and RT RNaseH block 22.
For CSc1ccc(C(=S)N2CCN(C(c3ccccc3)c3ccccc3)CC2)cc1 the results were RmlCD inh mix -10.
Screening CC(=O)/C=C(\C)Nc1ccc(-c2cnc(-c3ccccc3)o2)cc1 returned RmlCD inh mix -18 and RT RNaseH block -8.
`O=C(O)CCn1c(=S)oc2ccccc21` gave RmlCD inh mix 2.
Screening CC(=O)NC(=S)Nc1ccc(-c2nc3ccc(C)cc3s2)cc1 returned RmlCD inh mix -4.
For O=C(NC(NCc1ccccc1)C(Cl)(Cl)Cl)c1cccnc1 (stereo unspecified) the results were RmlCD inh mix 9.
Screening COc1cccc(CN2CCN(c3cccc(C(F)(F)F)c3)CC2)c1OC returned RmlCD inh mix 0 and RT RNaseH block 0.
`Cc1cc(C)c2c(=O)n(CC(=O)N3CCC(Cc4ccccc4)CC3)sc2n1` gave RT RNaseH block 79*.
Screening CC(c1nc2ccccc2o1)N1C(=O)c2ccccc2C1=O (stereo unspecified) returned RmlCD inh mix 13.
Screening CCOC(=O)c1cccc(NS(=O)(=O)c2c(C)[nH]c(=O)[nH]c2=O)c1 returned RmlCD inh mix 8 and RT RNaseH block 5.
Cc1ccc(S(=O)(=O)NC(Cc2c[nH]c3ccccc23)C(=O)O)cc1 (stereo unspecified) was read as RmlCD inh mix 7.
For CCOC(=O)c1c(C)[nH]c(C(=O)OCC(=O)Nc2ccc(OC)c(Cl)c2)c1C the results were RmlCD inh mix 11.
Screening COc1ccc2[nH]c(=O)c(CNc3ccc(C)c(C)c3)cc2c1 returned RmlCD inh mix 11.
Screening O=C(CCN1CCCCC1)NCNC(=O)CCN1CCCCC1 returned RmlCD inh mix -7 and RT RNaseH block -5.
Screening CC[C@H]1CC2CN3CCc4c([nH]c5ccccc45)C(C(=O)OC)(C2)C13 (stereo partly specified) returned RmlCD inh mix -9.
`O=C(c1cc(-c2cccs2)on1)N1CCCc2ccccc21` gave RmlCD inh mix 8 and RT RNaseH block -35.
`CC(=O)Nc1ccccc1OCc1nnc(-c2cccs2)o1` gave RmlCD inh mix 6 and RT RNaseH block -14.
`O=C(CSCc1ccco1)c1ccc(Cl)s1` gave RmlCD inh mix -13 and RT RNaseH block -8.
For O=C(COC(=O)C1CC1)c1c[nH]c2ccccc12 the results were RmlCD inh mix 7 and RT RNaseH block 2.
COc1ccc(Cc2nnc(NS(C)(=O)=O)s2)cc1 was read as RmlCD inh mix -11.
`O=C(NCc1cccs1)N[C@@H](Cc1ccccc1)C(=O)O` gave RmlCD inh mix -5 and RT RNaseH block -1.
Cc1cc(C)n2c(SCc3c(C)noc3C)nnc2n1 was read as RmlCD inh mix 18 and RT RNaseH block -8.
Screening COC(=O)N(c1ccccc1)P1(=S)OCCO1 returned RmlCD inh mix 66 and RT RNaseH block 90*.
For CCOC(=O)c1ccc(Nc2nnc(C(C)(C)C)c(=O)[nH]2)cc1 the results were RmlCD inh mix 3 and RT RNaseH block 4.
Screening O=c1[nH]c(CS(=O)(=O)c2ccccc2)nc2ccccc12 returned RmlCD inh mix 5 and RT RNaseH block -2.
For O=C(Cn1[nH]c(=O)c2ccccc2c1=O)OCC(=O)N(Cc1ccccc1)Cc1ccccc1 the results were RmlCD inh mix 7.
N#Cc1c(Cl)nc(SCc2ccccc2)nc1-c1ccccc1 was read as RmlCD inh mix -4.
Screening CN=C(Nc1ccccc1OC)SC1CC(=O)N(c2ccc(C(=O)OC)cc2)C1=O (stereo unspecified) returned RmlCD inh mix 5.
For Cc1csc(N)n1 the results were RmlCD inh mix 4.
Screening Cc1cnc(NC(=O)CSc2nnc(C)s2)s1 returned RmlCD inh mix -5.
`CC(C)=CCCC(C)NC(=O)NC1CCCCC1` (stereo unspecified) gave RmlCD inh mix -6 and RT RNaseH block -1.
